Source: PubChem
AHR activator: AHR activators, primary screen, cell-based, luminescence, luciferase reporter, human. Aryl hydrocarbon receptor (Homo sapiens), P35869. AHR-responsive luciferase reporter cells. activation, % at 5 µM. actives 2.5% (n = 320,000); in the data active means activation above about 47%;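 further: 0% = vehicle wells and 100% = reference agonist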
RPL19A-GFP yeast: RPL19A-GFP expression modulators in yeast, primary screen, cell-based, S. cerevisiae, multiplex flow cytometry, MLPCN. S. cerevisiae RPL19A-GFP strain, 3 h; stronger effect = lower value. actives 0.3% (n = 330,000). AID 2025, 2009. percent response vs DMSO, % at 10 µM;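 active means percent response vs DMSO below 50%; inconclusive means fewer than 70 events counted for the yeast strain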;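 further: median channel GFP fluorescence of the barcoded RPL19A-GFP strain; ratio of sample median GFP to plate DMSO average so 100% = DMSO; lower means less RPL19A-GFP as with rapamycin TOR inhibition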
EBNA-1 inhibitor: EBNA-1 DNA-binding inhibitors, primary screen, biochemical, fluorescence polarization. inhibition, % at 14.8 µM. actives 0.34% (n = 300,000); in the data active means inhibition above about 28%
proCasp7 act: procaspase-7 activators, primary screen, counter-screen for procaspase-3 activator project, biochemical, absorbance, HTS, human | Caspase-7 (Homo sapiens), P55210 | recombinant procaspase-7, Ac-DEVD-pNA absorbance 405 nm; D23A/D198A/D206A triple mutant, cannot self-cleave; scale: DMSO 0, 5 µM enzyme 100 | activation, % at 8.5 µM | actives 0.093% (n = 330,000);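 active means percent activation above the screen-wide mean plus 3 SD, cut at about 25% in these data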
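System: Procaspase-7 triple mutant (PC-7 D3A); measure: % activation from two-timepoint absorbance difference, scaled to controls; times: 1 h compound preincubation, 2 h substrate cleavage, 25 °C; also added: Ac-DEVD-pNA substrate, 400 µM as added; measured by: Epi-absorbance of released pNA at 405 nm, two timepoints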
ZTA counter: ZTA (EBV) inhibition in EBNA-1 counter-screen | P03206 | ZTA-DNA binding, fluorescence polarization | inhibition, % at 11 µM | actives 0.15% (n = 320,000) | AID 2234; in the data active means inhibition above about 33%
MEP2 TOR yeast: modulators of MEP2-GFP levels in yeast, primary screen, S. cerevisiae, multiplex flow cytometry, MLPCN library | GFP response vs DMSO, % at 10 µM | actives 0.51% (n = 330,000) | S. cerevisiae MEP2-GFP strain, 3 h; 100% = DMSO control level;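 active means GFP response versus DMSO above a set limit, roughly screen mean plus 3 SD, cut at about 180% in these data; inconclusive means fewer than 70 cells counted for a yeast strain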;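 further: median GFP fluorescence of the barcode-gated MEP2-GFP cells per well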
LAP4 TOR yeast: modulators of LAP4-GFP expression in yeast, primary screen, S. cerevisiae, multiplex flow cytometry, MLPCN library; 3 h; median GFP as percent of DMSO wells; GFP response vs DMSO, % at 10 µM; actives 0.34% (n = 320,000); AID 2023, 2009;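 active means GFP response vs DMSO above a set limit, about the screen mean plus 3 SD, cut at about 150% in these data; inconclusive means under 70 cell events counted for the yeast strain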
procasp3 activ: activators of human procaspase-3 D3A mutant, primary screen, biochemical, absorbance, PC-3 D3A mutant, single concentration. Caspase-3 (Homo sapiens), P42574. actives 0.11% (n = 330,000). activation, % at 8.5 µM. recombinant procaspase-3 D3A, Ac-DEVD-pNA absorbance 405 nm;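 active means activation above the mean of all tested compounds plus 3 SD, cut at about 21% in these data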;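 further: 0% = DMSO alone and 100% = DMSO wells spiked with extra 5 µM PC-3 D3A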
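assay system = Procaspase-3 D3A mutant | signal = absorbance at 405 nm, 0 and 120 min | times = 1 h preincubation plus 2 h reaction at 25 °C | repeats = single replicate | read-out = % activation between DMSO and enzyme-spiked controls | medium = Zinc-free HEPES saline buffer with Triton X-100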
* hit, by the source's call; ? = inconclusive; nt = no result given; & = joins results of further samples; [ ] = another dose, or the depositor's remark.

SMILES	AHR activator	RPL19A-GFP yeast	EBNA-1 inhibitor	proCasp7 act	ZTA counter	MEP2 TOR yeast	LAP4 TOR yeast	procasp3 activ
CCCCOc1ccccc1C(=O)NNC(=S)NC(=O)c1ccccc1[N+](=O)[O-]	2	100	3	5	-1	102	126	5
COc1ccccc1NC(=O)Cc1cccc2ccccc12	10	101	-11	-10	-4	99	92	-9
Cc1ccc(C(CC(=O)O)Nc2nc(N3CCOCC3)nc(N3CCOCC3)n2)cc1 (stereo unspecified)	6	106	9	4	-1	100	99	6
CC1CCCN(c2ccc(C(=O)NCc3ccccc3)cn2)C1 (stereo unspecified)	2	94	6	2	6	107	106	-4
COc1ccc(CSc2nc3ccccc3c(=O)[nH]2)cc1F	2	91	6	2	3	69	106	1
O=C(Cc1ccc(Cl)cc1)Oc1cccc2cccnc12	1	102	2	8	-13	106	98	-4
CCOc1ccc(OCC(=O)OCC(=O)NCC2CCCO2)cc1 (stereo unspecified)	-1	95	nt	5	-18	92	90	8
CC1CN=C(NC2CCCCC2C)S1 (stereo unspecified)	2	90	7	4	2	97	89	9
CC(=O)Nc1ccc2c(COC(=O)[C@H](C)N3C(=O)C4CCCCC4C3=O)cc(=O)oc2c1 (stereo partly specified)	-1	97	9	9	-10	98	108	2
CN(C)c1ccc(/C=C/c2nc3ccccc3s2)cc1	-6	105[may fluoresce violet]	-19	-42	6	145[may fluoresce violet]	129[may fluoresce violet]	-39
COCCn1c(=S)[nH]c2cc(C(=O)NCC3CCCO3)ccc2c1=O (stereo unspecified)	3	101	-7	-5	-8	104	99	-1
COc1cc(/C=N/NC(=O)c2ccncc2)ccc1O	6&34	115&106	3&-5	-1&1	3&-2	107&95	90&87	4&-4
Cc1cc(NC(=O)COc2ccc3ccccc3c2)no1	-1	98	-6	2	-9	98	85	-5
CN(C)C(=S)Nc1ccc(N2CCOCC2)cc1	1	97	2	-13	10	96	104	-7
COn1c(SCc2ccccc2)nc2ccccc2c1=O	12	103	1	2	-5	96	89	2
CC(=O)Nc1ccc(NC(=O)C2CCCN2C(=O)Nc2cccc(F)c2)cc1 (stereo unspecified)	1	78	5	3	-3	142	91	15
O=C(Nc1nc2ccccc2s1)C1=NN(c2ccccc2)C(=O)CC1	27	101	-2	-5	-4	109	92	7
O=C(CCn1c(=O)sc2ccccc21)NCc1ccco1	-1	95	11	1	-3	95	94	-7
NS(=O)(=O)c1ccc(CCNCC(=O)NC2CC2)cc1	0	99	-3	5	4	98	96	-2
O=C(CCc1ccccc1)NNC(=O)Nc1ccc(F)c(Cl)c1	0	109	4	-6	3	102	81	-5
Cc1ccc(NC(=O)CCn2cnc3cc(C)c(C)cc32)cc1	6	96	0	-2	-10	109	101	3
CCN(CC)S(=O)(=O)c1ccc(C(=O)OC2CCCCC2CN(C)C)cc1 (stereo unspecified)	-1	99	-2	1	3	104	104	-2
CC(C)[C@H](NC(=O)C1CCN(S(=O)(=O)c2ccc(F)cc2)CC1)C(=O)NCc1ccco1	0	102	-2	2	5	107	99	1
Cc1ccc(NC(=O)C2CCN(C(=O)NC3CCCCC3)CC2)c(C)c1	-2	101	4	2	-6	101	98	-2
CCOC(=O)c1sc(NC(=O)OC)c(C(=O)OC)c1C	2	109	0	1	-2	103	104	5
Cc1nc(SCC(=O)NCC2CCCO2)c2c(C)c(C)sc2n1 (stereo unspecified)	1	100	nt	3	nt	99	100	10
COc1ccccc1-n1cnnc1SCC(=O)NCc1cccs1	0	94	-2	5	3	97	91	5
Cc1ccc(/C=N/N2CCN(Cc3ccc(C)cc3)CC2)cc1	1	91	-3	11	-4	95	102	7
CC1C(=O)Nc2ccc(S(=O)(=O)NCc3ccc(Cl)cc3)cc2NC1=O (stereo unspecified)	5	99	-5	-4	6	100	85	-3
COc1ccccc1N1CCN(C(CNS(=O)(=O)c2ccccc2)c2cccnc2)CC1 (stereo unspecified)	4	91	-18	7	-4	99	87	5
COc1ccc(-n2c(SCCC#N)nnc2-c2cc(Cl)ccc2OC)cc1Cl	0	99	8	-6	-2	99	106	5
CCCCN(C(=O)Cc1cccs1)c1nnc(-c2cccnc2)s1	6	82	7	1	0	73	102	0
CCCCN(C(=O)CN1C(=O)C2CCCCC2C1=O)c1c(N)n(CCCC)c(=O)[nH]c1=O (stereo unspecified)	1	90	2	5	-1	142	127	0
Cc1ccc(-n2nc(C(=O)O)nc2-c2ccccc2)cc1	-1	98	4	-4	-11	104	104	-2
C/C(=N\NC(=O)c1ccc(CSc2nncn2C)cc1)c1ccc(C#N)cc1	4	97	-7	7	0	100	85	-6
CC(=O)Nc1ccc(C(=O)CSc2nc3ccc(C)cc3[nH]2)cc1	45	101	6	5	11	103	93	-4
CCOC(=O)c1ccc(NC(=O)c2nccnc2C(=O)O)cc1	-1	102	4	-3	5	105	101	7
O=S(=O)(c1cccs1)N1CCN(Cc2cccc(F)c2)CC1	-1	109	1	0	0	112	105	7
CCOc1cccc(Nc2cc3n(c(=O)n2)CCc2cc(OC)c(OC)cc2-3)c1	6	99	8	1	-8	95	95	-3
CCOc1ccc(C(=O)Nc2ccc(NC(=O)c3ccco3)c(Cl)c2)cc1Br	5	100	16	-7	-1	96	105	4
Cc1ccc(Oc2ccc(-c3nc(N)nc(N)n3)cc2)cc1C	0	99	2	9	13	94	116	-9
COc1ccc(C(=O)Nc2ccc3c4c(cccc24)CC3)cc1	-2	97	1	11	-24	105	97	5
CN(c1cccc(NC(=O)COc2ccc(Cl)cc2Cl)c1)S(C)(=O)=O	0	94	-1	1	6	120	101	0
O=C(CN(c1ccccc1)S(=O)(=O)c1ccccc1[N+](=O)[O-])NN=C1CCCCCCC1	2	97	9	-6	0	103	92	-4
Cc1noc(C)c1C(=O)NC1CCCc2ccccc21 (stereo unspecified)	0	104	-3	7	-3	106	105	4
CCCn1c(SCC(=O)NC(C)(C)C)nnc1-c1ccco1	-2	99	-9	13	-20	99	97	5
C=CCN(C(=O)CCC(=O)Nc1cc(C)on1)C(C(=O)NC1CCCC1)c1ccc(C)cc1 (stereo unspecified)	2	59[may fluoresce violet]	2	-9	-2	?	?	1
COc1ccc(C(=O)Cn2nnc(-c3cccs3)n2)cc1	-2	98	0	16	0	108	118	-2
O=[N+]([O-])c1ccc(S(=O)(=O)Nc2nnc(C3CCCCC3)s2)cc1	-1	103	-15	-3	6	102	91	-4
O=[N+]([O-])c1ccc(NC(=S)NCCc2ccccc2)cc1	0	101	0	-7	-26	103	105	-5

Single records (already shown). Order of values: AHR activator | RPL19A-GFP yeast | EBNA-1 inhibitor | proCasp7 act | ZTA counter | MEP2 TOR yeast | LAP4 TOR yeast | procasp3 activ
CN(c1cccc(NC(=O)COc2ccc(Cl)cc2Cl)c1)S(C)(=O)=O as listed: 0 | 94 | -1 | 1 | 6 | 120 | 101 | 0
COc1ccc(C(=O)Nc2ccc3c4c(cccc24)CC3)cc1 as listed: -2 | 97 | 1 | 11 | -24 | 105 | 97 | 5

Additional entries
SMILES	AHR activator	RPL19A-GFP yeast	EBNA-1 inhibitor	proCasp7 act	ZTA counter	MEP2 TOR yeast	LAP4 TOR yeast	procasp3 activ
Nc1nc(-c2ccccc2)nc2sc3c(c12)CCCC3	92*	99	-2	9	7	101	106	-3
COc1ccc(NS(=O)(=O)c2cccc(C(=O)N3CCC3)c2)cc1	2	98	-6	1	-11	102	105	-1
COc1ccc(N2CCN(S(=O)(=O)CCNC(=O)COc3ccc(Cl)cc3)CC2)cc1	0	95	5	-1	7	96	98	3
O=C(COC(=O)COc1ccccc1)Nc1cccc([N+](=O)[O-])c1	-1	107	10	5	13	102	100	6
CC(C)N1C(=O)/C(=C\c2nc3ccccc3c(=O)[nH]2)c2ccccc21	35	92	1	-2	10	87	133	-9
CCC(C)C1Nc2ccc(C(=O)NCCc3ccc(OC)c(OC)c3)cc2NC1=O (stereo unspecified)	2	96	4	3	1	102	117	5
CCOC(CNc1ncnc2c1cnn2C)OCC	0	98	-11	1	3	94	92	8
CCOc1ccc(S(=O)(=O)N2CCOCC2)cc1NS(=O)(=O)c1ccc(OC)c([N+](=O)[O-])c1	1	104	3	7	-7	101	108	-4
CC(=O)c1ccc(S(=O)(=O)N2CCC(NC(=O)Nc3cccc(F)c3)CC2)cc1	4	100	-1	7	-7	102	103	5
CC(C)CNC(=O)c1ccccc1Oc1ccccc1	2	102	-5	1	5	102	96	-2

Quoted from the listing (14 entries):
SMILES	AHR activator	RPL19A-GFP yeast	EBNA-1 inhibitor	proCasp7 act	ZTA counter	MEP2 TOR yeast	LAP4 TOR yeast	procasp3 activ
C=CCN(C(=O)CCC(=O)Nc1cc(C)on1)C(C(=O)NC1CCCC1)c1ccc(C)cc1 (stereo unspecified)	2	59[may fluoresce violet]	2	-9	-2	?	?	1
COc1ccc(C(=O)Cn2nnc(-c3cccs3)n2)cc1	-2	98	0	16	0	108	118	-2
O=[N+]([O-])c1ccc(S(=O)(=O)Nc2nnc(C3CCCCC3)s2)cc1	-1	103	-15	-3	6	102	91	-4
O=[N+]([O-])c1ccc(NC(=S)NCCc2ccccc2)cc1	0	101	0	-7	-26	103	105	-5
Nc1nc(-c2ccccc2)nc2sc3c(c12)CCCC3	92*	99	-2	9	7	101	106	-3
COc1ccc(NS(=O)(=O)c2cccc(C(=O)N3CCC3)c2)cc1	2	98	-6	1	-11	102	105	-1
COc1ccc(N2CCN(S(=O)(=O)CCNC(=O)COc3ccc(Cl)cc3)CC2)cc1	0	95	5	-1	7	96	98	3
O=C(COC(=O)COc1ccccc1)Nc1cccc([N+](=O)[O-])c1	-1	107	10	5	13	102	100	6
CC(C)N1C(=O)/C(=C\c2nc3ccccc3c(=O)[nH]2)c2ccccc21	35	92	1	-2	10	87	133	-9
CCC(C)C1Nc2ccc(C(=O)NCCc3ccc(OC)c(OC)c3)cc2NC1=O (stereo unspecified)	2	96	4	3	1	102	117	5
CCOC(CNc1ncnc2c1cnn2C)OCC	0	98	-11	1	3	94	92	8
CCOc1ccc(S(=O)(=O)N2CCOCC2)cc1NS(=O)(=O)c1ccc(OC)c([N+](=O)[O-])c1	1	104	3	7	-7	101	108	-4
CC(=O)c1ccc(S(=O)(=O)N2CCC(NC(=O)Nc3cccc(F)c3)CC2)cc1	4	100	-1	7	-7	102	103	5
CC(C)CNC(=O)c1ccccc1Oc1ccccc1	2	102	-5	1	5	102	96	-2

Remaining list, next part.
SMILES	AHR activator	RPL19A-GFP yeast	EBNA-1 inhibitor	proCasp7 act	ZTA counter	MEP2 TOR yeast	LAP4 TOR yeast	procasp3 activ
Cc1ccc(C(=O)Nc2ncccc2O)o1	1	97	-2	-2	11	98	102	-4
O=C(COC(=O)c1ccc([N+](=O)[O-])s1)Nc1cccc(S(=O)(=O)NC2=NCCCCC2)c1	0	99	1	-2	5	104	101	10
CCOP(=O)(OCC)/C(C#N)=C/c1c[nH]c2ccccc12	35	97	12	10	8	101	98	0
COc1cccc(NC(=S)N(CCCN2CCOCC2)C(C)c2cc3ccccc3o2)c1 (stereo unspecified)	1	95	-15	-14	-4	94	101	-3
